Screens deposited in PubChem BioAssay by several laboratories.
MEKK2 WT-MEK5 = raises or lowers MEK5 binding to wildtype human MEKK2 PB1 domain; Q9Y2U5; bead flow cytometry, Alexa488-MEK5 binding to MEKK2 WT; actives lie on both sides; binding response (% of control), % at 10 µM; hit rate 1.1% among 290,000; AID 1531; in the data active = binding response below about 67% or above about 130%
IMP-1 inh = blocks Pseudomonas aeruginosa IMP-1 metallo-beta-lactamase; AID 1556; inhibition, % at 5.6 µM; hit rate 0.45% among 290,000; purified IMP-1, nitrocefin hydrolysis, epi-absorbance fluorescence;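 active = inhibition above the mean plus 3 SD of all compounds in the same screening run, cut at about 4.5% in these data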;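 also: 0% = IMP-1 with DMSO and 100% = DMSO wells lacking enzyme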
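Test system: recombinant IMP-1 enzyme, purified / Medium: HEPES buffer pH 7.1 with ZnSO4 and Brij 35 / Doses: single dose, 5.6 µM / Times: 25 °C, 15 min preincubation, 25 min reaction / Detection: Epi-absorbance via hydrolysed-nitrocefin quenching of white-plate fluorescence, 480/530 nm, EDTA stop / Evaluation: percent inhibition from optical density relative to buffer-blank wells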
VIM-2 inhibitor = inhibitors of Pseudomonas aeruginosa VIM-2 metallo-beta-lactamase; purified VIM-2, nitrocefin hydrolysis, epi-absorbance fluorescence; inhibition, % at 5.6 µM; hit rate 0.89% among 290,000; AID 1527;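 active = inhibition above the mean of all tested compounds plus 3 SD, cutoff set per screening run, cut at about 7.5% in these data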;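 also: red hydrolysis product quenches plate fluorescence so inhibitors raise well fluorescence; 0% = enzyme with DMSO and 100% = DMSO without enzyme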
UBC9 SUMO inh = SUMOylation inhibition | AID 2006 | hit rate 0.36% among 290,000 | inhibition, % at 35 µM | HTRF SUMOylation assay, SAE1/SAE2 + UBC9, in vitro; in the data active = inhibition above about 50%, passing the limit was not always enough; also: strong numbers were not always called active
Target sequence (P63279 whole entry, looked up): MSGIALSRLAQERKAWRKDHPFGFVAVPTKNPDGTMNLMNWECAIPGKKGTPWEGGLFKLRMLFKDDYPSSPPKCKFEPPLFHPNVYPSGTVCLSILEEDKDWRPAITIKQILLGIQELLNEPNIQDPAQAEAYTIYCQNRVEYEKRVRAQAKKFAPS
NS3 helicase inh = blocks Hepatitis C virus NS3 helicase unwinding; NS3 helicase DNA unwinding, Cy5 molecular beacon fluorescence; inhibition, % at 10.9 µM; hit rate 0.56% among 290,000; AID 1800;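 active = inhibition above the mean of all tested compounds plus 3 SD, set per campaign, cut at about 35% in these data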;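 also: 0% = DMSO wells and 100% = thioflavine S control wells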
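System: Hepatitis C virus NS3 helicase domain fragment enzyme | Reagent: Annealed dual-labelled DNA beacon duplex, ATP-started | Compound dosing: 10.9 µM single point, 0.8% DMSO | Incubation: 1 h reaction at 25 °C, ATP-initiated | Technique: Cy5 fluorescence | Evaluation: Percent inhibition from t60/t0 fluorescence ratio | Benchmarks: Low DMSO, high thioflavine S at 110 µM | Replication: Singlicate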
NALP1 inh = blocks the NALP1 inflammasome reconstituted in yeast | AID 2071 | S. cerevisiae NALP1/ASC/caspase-1 growth, X-gal OD620, 72 h | hit rate 0.61% among 280,000 | inhibition, % at 10 µM; in the data active = inhibition mostly above about 24%, no sharp cut-off; inactive = mostly below about 32%; also: some compounds called inactive have numbers as strong as hits
FID counter = counter-screen for HCV NS3 helicase inhibitors: DNA intercalator displacement; DNA fluorescent intercalator displacement, fluorescence; inhibition, % at 7.9 µM; hit rate 0.17% among 290,000; in the data active = inhibition above about 37%;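 also: 0% = vehicle and 100% = reference compound; higher means more ethidium bromide displaced from hairpin DNA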
MEKK2mut PB1 HTS = signal of MEK5 binding to mutant human MEKK2 PB1 domain; bead flow cytometry, Alexa488-MEK5 binding to MEKK2 mutant; percent response, % at 10 µM; hit rate 0.35% among 290,000; in the data active = percent response above about 24%, passing the limit was not always enough; also: inactives centre near 1; some results filed as inactive read as strong as hits
PfM18AAP inh = blocks P. falciparum M18 aspartyl aminopeptidase; recombinant PfM18AAP, H-Glu-NHMec fluorogenic cleavage; inhibition, % at 7.35 µM; hit rate 1.2% among 290,000;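 active = inhibition above the campaign mean inhibition over all tested compounds plus 3 SD, cut at about 28% in these data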;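 also: 0% = plate median of test compound wells and 100% = 2 mM ZnCl2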
The depositor's hits bear a star; nt = no result given. This is a random part of the collection, and some 4.7% of all compounds hit somewhere here.

SMILES	MEKK2 WT-MEK5	IMP-1 inh	VIM-2 inhibitor	UBC9 SUMO inh	NS3 helicase inh	NALP1 inh	FID counter	MEKK2mut PB1 HTS	PfM18AAP inh
CCN(CC)CCCNC(=O)CSc1c2c(nc3cc(Cl)ccc13)CCCC2	104	0.3	3.9	-8	-30	-18	8	-4	-3
COc1ccc(C(=O)NC(C)c2csc(C)n2)cc1OC1CCN(C(C)=O)CC1 (stereo not drawn)	103	-1.0	-4.5	0	-3	0	-19	4	0
CC(C)N1C(=O)C(Cc2nc3ccccc3c(=O)n2-c2ccccc2)c2ccccc21 (stereo not drawn)	101	-3.5	-3.1	-28	-4	15	-38	-1	-7
Cc1cc(NC(=O)CCCN2C(=O)c3cccc4cccc(c34)C2=O)no1	98	-1.6	-2.6	16	0	15	-1	2	-4
O=C(Nc1ccc(-c2nc3ccccc3[nH]2)cc1)c1ccc2c(c1)OCO2	83	28*	-0.4	2	-47	9	15	-5	4
CC(CCc1ccccc1)NC(=O)c1ccc(NC(=O)c2ccccc2)cc1 (stereo not drawn)	121	-3.3	-3.1	23	5	36	-7	18	-3
O=C(Nc1ccc(CN2CCOCC2)cc1)c1ccc(-c2cccc([N+](=O)[O-])c2)o1	108	-0.4	1.3	-2	-50	3	17	8	0
CC(=O)NC(CCS(C)(=O)=O)C(=O)Nc1cc(C)on1 (stereo not drawn)	111	-3.3	-3.1	-12	4	-87	0	9	-6
CCOc1ccc(C(=O)Nc2c3c(nn2-c2cccc(C)c2C)CS(=O)C3)cc1 (stereo not drawn)	97	-3.4	0.8	16	4	-4	-21	-6	4
COc1ccc(OCc2cc(-c3ccc(Cl)cc3)no2)cc1	81	0.2	-0.4	2	2	-36	0	-17	-14
CC(C)n1c(N2CCN(C(=O)c3cccs3)CC2)nc2ccccc21	105	-1.9	-0.2	9	4	0	-31	3	-16
O=C(CNc1n[nH]c(=O)[nH]c1=O)N/N=C/C1CC=CCC1 (stereo not drawn)	104	-3.4	-4.1	-6	15	-20	-2	9	3
COc1cc(C(=O)NCC(=O)NC(C)CCc2ccccc2)cc(OC)c1OC (stereo not drawn)	100	-2.1	-1.1	7	2	-1	-28	6	-16
S=c1[nH]nc(-c2ccc(Cl)cc2)n1/N=C/c1ccco1	98	-4.1	-2.9	9	-2	7	-12	-7	13
COCCOC1CCN(C(=O)C2CCC(=O)N(CCc3ccccc3)C2)CC1 (stereo not drawn)	104	-0.7	0.8	-4	9	11	-21	3	-7
N#Cc1ccccc1S(=O)c1ccccc1C(=O)Nc1ccccc1 (stereo not drawn)	107	-1.8	-1.0	10	4	5	-2	-1	-13
O=C(Nc1csc([N+](=O)[O-])c1)Nc1ccccc1Cl	101	-1.7	-1.9	4	-5	nt	13	8	8
COc1ccc(OCCOC(=O)c2[nH]c(C)c(C(C)=O)c2C)cc1	102	-2.3	-1.7	21	-6	22	-16	-5	-6
Cc1ccc(C(=O)/C=C/c2ccccc2[N+](=O)[O-])cc1	106	-2.6	-0.8	-11	-7	12	2	3	6
CCOc1ccc(NS(=O)(=O)c2ccc(C(=O)N(CC)CC(=O)NCc3cccs3)cc2)cc1	107	-3.4	-1.2	17	-10	6	-21	8	2
CCCCNc1ncnc2c1cnn2-c1ccccc1	106	-1.4	0.1	26	1	18	-9	5	-10
Cc1ccc(S(=O)(=O)NC(=O)NCc2ccc(F)cc2)cc1	103	-1.6	-0.2	-9	3	24	-1	-4	-1
COc1cccc2c1OC1(C)CC2NC(=O)N1c1cccc(C(=O)Nc2ccc3c(c2)OCCO3)c1 (stereo not drawn)	108	-1.4	-2.5	23	-3	3	-27	2	-14
CCOC(=O)c1oc2cc(OCC(=O)OC)ccc2c(=O)c1-c1ccc(OC)c(OC)c1	101	-2.8	-1.1	9	-7	nt	-23	-1	0
CC(C)COP(=O)(OCC(C)C)C(O)c1ccc(F)cc1 (stereo not drawn)	109	-2.4	-3.0	0	-1	33	-16	16	-5
CCN(CCn1cccn1)Cc1cn[nH]c1-c1ccc(OC)cc1F	96	-1.9	-0.1	0	-5	6	2	-1	-1
CCn1c(CNC(=O)COc2c(C)cccc2C)nnc1SCC(=O)Nc1nccs1	98	-0.6	-3.0	-21	-3	17	-37	1	-3
CN(C)S(=O)(=O)c1cccc(C(=O)NCC(C)(C)CNC(=O)c2cccc(S(=O)(=O)N(C)C)c2)c1	101	-0.3	0.9	6	3	31	-34	-2	-5
C=C1[C@@H](OC(C)=O)CC[C@]2(C)[C@@H]1C[C@@H]1C[C@H](OC(C)=O)C(C)=C([C@@H](OC(C)=O)[C@@H]2OC(C)=O)C1(C)C	88	nt	nt	-3	nt	18	nt	-14	nt
O=C(NCC1CCCO1)C(=O)N/N=C/c1ccccc1C(=O)O (stereo not drawn)	89	-2.0	-3.4	-1	5	-1	1	3	-9
COC(=O)C1=C(C)N(C)C(=O)NC1c1ccccc1 (stereo not drawn)	101	-1.3	-0.8	24	24	7	-15	-1	4
COC(=O)c1sc(-c2ccccc2)cc1NC(=O)c1ccccc1	102	-0.5	0.6	7	-3	6	-1	1	-10
COc1ccc(OCC(=O)N2CCN(C(=O)Cc3ccccc3)CC2)cc1	82	-1.4	-0.3	2	-2	29	-8	-6	2
Cc1ccc(C(=O)N2CCN(c3ccc(C(F)(F)F)cn3)CC2)cc1	102	-1.5	-1.4	-14	-10	9	-4	1	-7
Cc1cccc(NC(=S)NN(Cc2ccccc2)c2ccccc2)c1C	97	-2.5	-4.9	-7	-4	8	-24	-3	0
N#Cc1c2n(c3c(=O)n(CC(=O)c4ccc([N+](=O)[O-])cc4)cnc13)CCCCC2	97	-4.0	-3.7	1	3	16	1	0	0
CCCc1cc(C(=O)NNC(=S)NCC2CCCO2)cs1 (stereo not drawn)	108	-2.7	-5.4	9	2	8	-1	8	6
CC(C)(C)C(=O)C(Oc1cccc2nonc12)n1cncn1 (stereo not drawn)	91	35*	-2.3	-10	11	-11	-5	-3	50*
COC(=O)c1sccc1NC(=S)Nc1ccc(OC)cc1	110	-4.9	-7.2	8	10	12	1	-5	10
Cc1cc(NC(=O)c2ccc(F)cc2)n(C)n1	104	-0.2	0.5	5	9	2	-2	2	-7

Some of the entries above, set out differently.
SMILES | MEKK2 WT-MEK5 | IMP-1 inh | VIM-2 inhibitor | UBC9 SUMO inh | NS3 helicase inh | NALP1 inh | FID counter | MEKK2mut PB1 HTS | PfM18AAP inh
COC(=O)c1sccc1NC(=S)Nc1ccc(OC)cc1 | 110 | -4.9 | -7.2 | 8 | 10 | 12 | 1 | -5 | 10
Cc1cc(NC(=O)c2ccc(F)cc2)n(C)n1 | 104 | -0.2 | 0.5 | 5 | 9 | 2 | -2 | 2 | -7

Next results:
SMILES	MEKK2 WT-MEK5	IMP-1 inh	VIM-2 inhibitor	UBC9 SUMO inh	NS3 helicase inh	NALP1 inh	FID counter	MEKK2mut PB1 HTS	PfM18AAP inh
COc1ccc(NC(=O)NCc2ccc3c(c2)OCO3)c(OC)c1	114	-0.7	-1.7	1	-1	-2	-8	8	5
O=C(Nc1ncc([N+](=O)[O-])s1)C1CCN(S(=O)(=O)c2cnc[nH]2)CC1	108	-1.8	-2.8	7	-6	28	6	7	1
CCn1c(-c2ccc(F)cc2)cnc1SCC(=O)N1CCCCC1C (stereo not drawn)	95	-1.8	-0.8	6	-1	-7	-36	-10	2
NS(=O)(=O)c1ccc(CCNC(=O)c2ccc3c(c2)OCCO3)cc1	103	-2.5	-0.8	9	-3	3	-2	4	3
CC(C)NC(=S)N/N=C/c1cccnc1	96	-2.4	-3.1	13	-4	nt	0	-1	-9
C/C(=N\N=C1\NC(=O)C(CC(=O)Nc2ccc(C)c(Cl)c2)S1)C(C)(C)C (stereo not drawn)	89	-0.2	-1.1	-14	-19	1	-12	-8	-4
C=CCOC(=O)C1=C[C@H](c2ccc(Br)cc2)[C@@H](CCCO)[C@H](OCC)O1	107	-2.2	-1.1	-17	-9	-6	-37	5	2
Cc1cc(C)cc(NC(=O)N2CCC(NC(=O)c3ccc(F)cc3)CC2)c1	98	0.0	0.2	11	4	36	-18	-2	8
CC(=O)Nc1ccc(NC(=O)C2CCCN(C(=O)c3ccc(Cl)cc3)C2)cc1 (stereo not drawn)	89	-2.6	-3.3	20	11	2	-13	-13	-2
O=C(O)c1ccccc1SCc1cn2cc(Br)ccc2n1	101	-1.6	1.1	10	-2	8	-5	-1	-12
CC1CCN(S(=O)(=O)c2cccc(C(=O)NCc3cccs3)c2)CC1	101	0.0	-1.7	-6	-5	-7	-19	3	-1
CCOc1ccccc1NC(=O)CN1CCC(NC(=O)c2ccccc2)CC1	98	-3.0	-1.4	0	-1	-4	-19	2	0
O=C1c2ccccc2S(=O)(=O)N1CCOc1ccccc1	96	-3.2	-2.1	8	0	18	-4	-5	-10
Cc1cc(C(=O)CSc2ccc3c(c2)OCCO3)c(C)n1C1CC1	98	-1.3	-3.1	-6	-1	34	-10	-2	7
CCN1/C(=C(\O)c2ccccc2)C(=O)c2ccccc2S1(=O)=O	101	-3.2	-1.6	18	16	-6	-6	-1	13
COc1ccc(S(=O)(=O)CCC(=O)Nc2cc(C)ccc2OC)cc1	98	-2.4	-1.5	-5	-3	15	-6	0	4
CCc1ccc(OCC(=O)Nc2ccc(S(=O)(=O)Nc3ccccn3)cc2)cc1	99	-1.5	0.6	-5	2	12	-25	-1	4
CCc1ccccc1NC(=O)CCNS(=O)(=O)c1cc(Br)cnc1N	104	-0.8	-1.9	nt	4	14	-10	2	-2
CC1CC(C)CN(C(=O)c2cc3c(=O)n4ccccc4nc3s2)C1 (stereo not drawn)	104	-3.9	0.3	12	7	12	-29	0	4
O=C(CNS(=O)(=O)c1ccc(Br)s1)N1CCN(c2ccc(F)cc2)CC1	99	-2.7	-0.1	4	-16	11	-27	0	-1
COc1c(C)cc(C(=O)C2CCCN(Cc3ccc(Oc4ncccn4)cc3)C2)cc1C (stereo not drawn)	108	-2.4	-0.6	7	4	1	21	2	-6
Cc1ccc2nc(-c3cccc(S(=O)(=O)N4CC(C)OC(C)C4)c3)cn2c1 (stereo not drawn)	105	-1.1	-2.5	15	-25	11	-37	5	3
CCOC(=O)c1cnc2cc(F)c(F)cc2c1N1CCOCC1	105	-0.7	-2.0	7	-1	23	-17	2	-12
CCOC(=O)N1CCC(N(C(=O)Nc2cccc(OC)c2)C(C)CC)CC1 (stereo not drawn)	87	-1.3	0.4	12	4	31	-2	-9	-11
O=C(CCn1[nH]c(=O)c2ccccc2c1=O)N1CCOCC1	101	-2.9	-2.0	21	-5	-1	-2	5	6
CCOC(=O)NN1C(=O)c2ccccc2NC1c1cccc(O)c1 (stereo not drawn)	102	-1.6	-1.3	2	7	4	-3	0	-2
O=C(CCN1C(=O)c2ccccc2C1=O)NC(=S)Nc1ccccc1Cl	93	-1.5	-3.1	6	1	12	-1	-2	-7
